# Source: PubChem BioAssay (several laboratories)
# Rev-erbA mod: modulates human Rev-erb alpha binding to DNA | activity, % at 10 µM | 0.79% of 370,000 active | Rev-erbα–FITC-DNA binding, fluorescence polarization, 90 min | P20393;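 active means activity above about 14%, limit read from the data; passing the limit was not always enough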;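 further: 0% = DMSO wells with 35 nM protein and 100% = DMSO wells with 750 nM protein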
# Target sequence (P20393 whole entry, looked up): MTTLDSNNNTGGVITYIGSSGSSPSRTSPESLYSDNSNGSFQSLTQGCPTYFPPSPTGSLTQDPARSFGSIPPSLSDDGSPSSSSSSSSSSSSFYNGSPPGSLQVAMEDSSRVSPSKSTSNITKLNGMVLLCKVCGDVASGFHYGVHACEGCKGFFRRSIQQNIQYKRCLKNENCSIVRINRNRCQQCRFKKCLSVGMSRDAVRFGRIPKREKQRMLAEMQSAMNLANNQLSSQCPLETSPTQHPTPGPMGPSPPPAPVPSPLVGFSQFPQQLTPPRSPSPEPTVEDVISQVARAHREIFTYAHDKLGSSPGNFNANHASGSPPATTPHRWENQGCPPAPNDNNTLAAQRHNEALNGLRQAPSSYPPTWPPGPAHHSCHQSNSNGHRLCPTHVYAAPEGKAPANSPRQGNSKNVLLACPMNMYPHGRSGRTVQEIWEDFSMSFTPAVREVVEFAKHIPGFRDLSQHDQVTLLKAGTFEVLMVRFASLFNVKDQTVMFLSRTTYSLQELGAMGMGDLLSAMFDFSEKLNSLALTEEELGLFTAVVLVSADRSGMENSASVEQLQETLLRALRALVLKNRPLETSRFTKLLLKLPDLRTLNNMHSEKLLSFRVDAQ
# SMARCA2 activ: activators of SMARCA2 function; MG213 cells, MMTV-luciferase reporter, dexamethasone, overnight; activation, % at 9.1 µM; 1% of 370,000 active; AID 652017; in the data active means activation above about 7.8%;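 further: 0% = vehicle wells and 100% = reference activator wells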
# MBD2 DNA inh: MBD2-methylated oligo binding inhibition. inhibition, % at 4.4 µM. AID 686964. TR-FRET, MBD2 binding to methylated oligonucleotide. 0.31% of 370,000 active. Q9UBB5; in the data active means inhibition above about 13%
# ADAM17 inh: inhibitors of human ADAM17 | P78536 | recombinant ADAM17, EDANS/DABCYL FRET peptide cleavage | inhibition, % at 6.95 µM | 0.83% of 370,000 active;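 active means inhibition above the mean of compounds lying between control limits plus 3 SD, set per campaign, cut at about 8.5% in these data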;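 further: 0% = DMSO-only wells as the low control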
# hcDAF12 agonist: H. contortus DAF-12 activation, primary screen; HEK293 hcDAF-12 lit1-tk-luc reporter, luminescence; 0% DMSO, 100% Δ7-dafachronic acid; activation, % at 6.8 µM; 1.4% of 370,000 active; AID 652067;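 active means activation above the mean of all tested compounds plus 3 SD, cut at about 5.5% in these data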;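 further: 100% = response to 3 µM Δ7-dafachronic acid high control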
# DAX1 inh-1: NR0B1 (DAX1) inhibition; inhibition, % at 6.75 µM; HEK293 Gal4-DAX1 luciferase reporter, luminescence; AID 504766; 0.99% of 340,000 active; P51843;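 active means inhibition above the mean over all tested compounds plus 3 SD, cut at about 4.2% in these data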;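 further: 0% = DAX1-transfected cells with DMSO and 100% = empty-vector control cells with DMSO; inhibition shows as a rise in luminescence from relieved DAX1 repression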
# Target sequence (P51843 207-470 limits assumed): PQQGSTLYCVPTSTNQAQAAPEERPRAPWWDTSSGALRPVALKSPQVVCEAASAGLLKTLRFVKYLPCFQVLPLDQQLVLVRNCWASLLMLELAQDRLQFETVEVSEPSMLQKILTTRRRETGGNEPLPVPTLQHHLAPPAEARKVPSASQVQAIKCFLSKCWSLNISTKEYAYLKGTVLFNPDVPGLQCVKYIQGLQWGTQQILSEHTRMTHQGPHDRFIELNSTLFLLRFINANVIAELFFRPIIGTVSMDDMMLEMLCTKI
# ssDAF-12 act: activates DAF-12 receptor from parasite S. stercoralis | HEK293 ssDAF-12/GRIP1 lit1-tk-luc reporter, luminescence; % of 3 µM dafachronic acid response | activation, % at 6.8 µM | 1% of 370,000 active | AID 652126;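 active means activation above the mean over all tested compounds plus 3 SD, cut at about 0.9% in these data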;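 further: 0% = DMSO-only wells and 100% = 3 µM delta7-dafachronic acid wells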
# DAX1 inh-2: inhibitors of DAX1 repression of SF-1 activated StAR promoter | HEK293T StAR-luciferase reporter, SF-1/DAX-1 repression relief | inhibition, % at 6.8 µM | 1.1% of 370,000 active | AID 652010;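 active means inhibition above the mean over all tested compounds plus 3 SD, cut at about 3.6% in these data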;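 further: 0% = DAX-1 cells with DMSO and 100% = cells lacking DAX-1 with DMSO; higher inhibition means more luminescence from relief of DAX-1 repression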
# PLC-gamma1 inh: inhibitors of human phospholipase C gamma1 | P19174 | inhibition, % at 12.2 µM | 0.84% of 370,000 active | purified PLC-gamma1, fluorogenic substrate, fluorescence | AID 720700; in the data active means inhibition above about 9.5%
# hgDAF12 agonist: hgDAF-12 agonism, primary luciferase screen. HEK293 GAL4-hgDAF12 UAS-luciferase reporter, agonist luminescence; normalized to butyrate control. 1.8% of 370,000 active. activation, % at 6.8 µM;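 active means activation above a cutoff set at the mean of all screened compounds plus 3 SD, cut at about 10% in these data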;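 further: 0% = DMSO wells and 100% = sodium butyrate wells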
# PLCb3 inh: blocks human PLC-beta3 enzyme activity; inhibition, % at 12.2 µM; AID 720704; 0.18% of 370,000 active; Q01970; Purified PLC-beta3, fluorogenic substrate, fluorescence; in the data active means inhibition above about 11%;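 further: 0% = median of compound wells on plate and 100% = full blocker control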
# Numbers without * were called inactive; x = not tested or not shown.
# The opening two records, to show the layout:
SMILES,Rev-erbA mod,SMARCA2 activ,MBD2 DNA inh,ADAM17 inh,hcDAF12 agonist,DAX1 inh-1,ssDAF-12 act,DAX1 inh-2,PLC-gamma1 inh,hgDAF12 agonist,PLCb3 inh
CCOCCCNC(=O)C(NC(=O)Cc1c[nH]c2ccccc12)c1ccccc1 (stereo not given),-4,0,0,-1,4.7,0.8,-0.1,0.6,-2,0.1,-4
CCN(C(=O)CSc1ncccc1C(=O)O)C1CCCCC1,-2,-1,-1,2,1.2,0.0,-1.0,-0.2,4,0.1,1

# The listing, previewed entries included:
SMILES,Rev-erbA mod,SMARCA2 activ,MBD2 DNA inh,ADAM17 inh,hcDAF12 agonist,DAX1 inh-1,ssDAF-12 act,DAX1 inh-2,PLC-gamma1 inh,hgDAF12 agonist,PLCb3 inh
CCOCCCNC(=O)C(NC(=O)Cc1c[nH]c2ccccc12)c1ccccc1 (stereo not given),-4,0,0,-1,4.7,0.8,-0.1,0.6,-2,0.1,-4
CCN(C(=O)CSc1ncccc1C(=O)O)C1CCCCC1,-2,-1,-1,2,1.2,0.0,-1.0,-0.2,4,0.1,1
COc1cc(OC)c(S(=O)(=O)N2CCCCC2)cc1S(=O)(=O)N1CCCCC1,-2,0,8,-4,1.4,-0.7,-0.4,0.1,2,0.7,0
Cc1nnc(NC(=O)Nc2ccc(Cl)c(Cl)c2)s1,-3,0,2,1,-1.6,0.4,-1.4,-0.1,-39,-1.5,1
Cc1cccc(C)c1NC(=S)N(Cc1cccs1)C1CCCC1,-2,-1,-1,-2,-2.4,0.6,-1.2,0.6,1,1.6,-6
Cc1cnc(C(=O)OCC(=O)c2ccc(Cl)cc2)cn1,3,-3,-1,-2,0.4,0.3,-0.5,-2.0,0,0.7,-6
COc1ccc(NC(=O)N2c3ccccc3CC2C)cc1OC (stereo not given),-5,2,-2,2,-0.7,0.1,-1.4,1.5,-1,1.2,3
O=C(OCc1cnc(Cl)s1)c1ccc(Cl)cc1,2,1,-5,1,-0.3,0.8,-1.2,0.2,3,2.1,3
CSc1cccc(NC(=O)NCc2cccc(CNC(=O)Nc3cccc(SC)c3)c2)c1,-2,-5,3,-5,-1.5,-2.1,-1.9,-1.8,2,1.5,-7
COC(=O)C[C@@H]1C[C@H]2c3cc(NC(=O)CC4CC4)ccc3O[C@H]2[C@@H](CO)O1,-4,-5,3,-6,-1.2,1.7,-0.7,0.5,-3,-0.6,-3
Cc1nc(SCC(=O)Nc2c(C)n(C)n(-c3ccccc3)c2=O)c(C#N)c(C)c1C,9,-3,2,-2,-1.1,-0.7,-1.3,-1.6,-1,-0.7,-10
O=C(Nc1cc(S(=O)(=O)N2CCCCC2)ccc1Cl)C1COc2ccccc2O1 (stereo not given),3,-1,3,-2,0.3,1.2,-0.7,1.6,0,4.4,-4
COc1ccc(C2=Nc3ccccc3N(C(=O)c3ccc(C(F)(F)F)cc3)C2C(=O)Nc2c(C)cccc2C)cc1 (stereo not given),2,-2,4,1,3.6,x,-0.8,-0.4,-32,1.2,-52
COc1ccc(CN2C(=NC(=O)CCc3ccccc3)SC3CS(=O)(=O)CC32)cc1 (stereo not given),1,-1,5,-3,1.3,0.9,-1.7,0.5,0,-1.0,-7
Cc1ccc(S(=O)(=O)N2CCN(CC(=O)N/N=C\c3ccncc3)CC2)cc1,-5,-2,2,-5,-2.3,0.4,-1.3,-0.1,-45,-3.1,-5
Cc1oc(-c2ccccc2F)nc1CN1CCC(C(=O)NCc2ccco2)CC1,2,-2,-4,-3,-0.8,3.3,-1.3,-0.3,-4,-0.5,-5
S=c1[nH]nc(-c2ccncc2)n1/N=C/c1ccccc1,-2,4,-5,3,-1.1,-0.9,-1.5,-0.4,6,1.0,5
Cc1ccc(NC(=O)c2ccc(CS(=O)(=O)Cc3ccccc3C)o2)cc1C,-4,-4,8,-17,-1.7,x,-0.8,-2.5,-4,0.6,-4
Cc1ccc(NC(=O)c2ccc3nccnc3c2)c(C)c1,3,-1,6,-2,1.5,-1.2,-0.2,0.5,-1,12*,-8
Cc1ccc(S(=O)(=O)N2C[C@@H](C)[C@]3(C2)[C@H](O)[C@H](OC(=O)NCc2ccccc2F)C[C@H]2C(=O)N(c4ccccc4)C(=O)[C@H]23)cc1,0,-3,1,9.2*,-2.3,-0.1,-1.3,-0.8,2,4.2,3
Cc1csc(-c2nc3ccccc3n2C(C(=O)NC(C)(C)C)c2cc3ccccc3o2)c1 (stereo not given),3,6,-4,-18,9.4*,x,1.9*,11*,-23,16*,-34
CCOC(=O)C1CCN(C(=O)c2ccccc2Oc2ccccc2)CC1,-1,4,-3,-2,-1.3,0.8,-0.9,-0.6,2,-0.3,4
CN1C(=O)C(C(=O)NC(C)(C)C)C2c3ccccc3OC13CCCCC23 (stereo not given),-2,-2,-1,0,-1.8,-1.5,-2.3,-0.7,1,-1.9,1
Cc1oc2cc(OCc3cnn(-c4ccccc4)c3)ccc2c(=O)c1Oc1ccccc1F,-3,-2,-1,-9,-0.9,-1.0,-0.5,0.7,-34,1.5,-14
Cc1cc(CN(C)C(=O)CCc2nnc(Cc3cccc(C(F)(F)F)c3)o2)on1,-5,7,-3,-3,1.7,3.4,-0.4,0.9,-2,6.0,-2

# Retrieved by structure from the entries so far:
SMILES,Rev-erbA mod,SMARCA2 activ,MBD2 DNA inh,ADAM17 inh,hcDAF12 agonist,DAX1 inh-1,ssDAF-12 act,DAX1 inh-2,PLC-gamma1 inh,hgDAF12 agonist,PLCb3 inh
Cc1ccc(NC(=O)c2ccc3nccnc3c2)c(C)c1,3,-1,6,-2,1.5,-1.2,-0.2,0.5,-1,12*,-8
Cc1nnc(NC(=O)Nc2ccc(Cl)c(Cl)c2)s1,-3,0,2,1,-1.6,0.4,-1.4,-0.1,-39,-1.5,1
CCN(C(=O)CSc1ncccc1C(=O)O)C1CCCCC1,-2,-1,-1,2,1.2,0.0,-1.0,-0.2,4,0.1,1
Cc1ccc(NC(=O)c2ccc(CS(=O)(=O)Cc3ccccc3C)o2)cc1C,-4,-4,8,-17,-1.7,x,-0.8,-2.5,-4,0.6,-4

# The listing continues.
SMILES,Rev-erbA mod,SMARCA2 activ,MBD2 DNA inh,ADAM17 inh,hcDAF12 agonist,DAX1 inh-1,ssDAF-12 act,DAX1 inh-2,PLC-gamma1 inh,hgDAF12 agonist,PLCb3 inh
C[C@@H]1CN([C@@H](C)CO)C(=O)c2cc(Br)cnc2O[C@H]1CN(C)C(=O)Nc1ccccc1,0,-2,-3,-1,-1.0,1.3,-1.2,0.9,2,4.5,1
CC(C)c1cc(Cn2c3ccccc3c(=O)n2C(C)Cn2cc(CCCC#N)nn2)on1 (stereo not given),0,-3,6,-68,1.2,x,-0.9,0.1,-24,1.2,-36
CCn1c(COc2ccccc2C)nnc1SCC(=O)OC,-3,0,1,0,-0.6,0.9,-1.1,-0.5,6,0.8,4
Cc1ccc(S(=O)(=O)N2CCCC(C(=O)Nc3cccnc3)C2)cc1 (stereo not given),1,-4,2,-6,-1.2,-0.6,-2.0,-1.1,-1,-1.7,1
Cc1ccc(C(=O)N(Cc2sccc2C)C2CCS(=O)(=O)C2)cc1 (stereo not given),4,1,0,-3,-1.6,-0.3,-1.2,0.2,3,-1.6,-7
O=C(NCc1ccccc1)C1C(c2ccc3c(c2)OCO3)=Nc2ccccc2N1C(=O)c1cccc2ccccc12 (stereo not given),16*,-4,-3,-1,-2.7,x,-1.3,-0.4,-163,0.7,-185
COc1ccc(C(CNC(=O)Cc2ccc3ccccc3c2)N(C)C)cc1 (stereo not given),-1,3,-3,0,-1.4,1.7,-1.0,-0.1,-5,1.1,-12
O=C(CSc1ncn[nH]1)OCN1C(=O)c2ccccc2C1=O,4,-2,-1,-2,-1.1,-0.4,-1.4,-1.0,3,2.0,1
O=C(NCCc1ccc(F)cc1)c1ccc2c(c1)ncn2C1CCCCC1,4,0,-1,2,1.7,x,-0.9,-0.2,-2,1.1,-1
O=C(CSc1ncccn1)Nc1cc(Cl)ccc1[N+](=O)[O-],-1,0,0,-3,0.4,4.8*,0.0,0.4,-1,2.1,-1
CC(C(=O)Nc1cccc([N+](=O)[O-])c1)N(c1ccccc1)S(C)(=O)=O (stereo not given),-1,-3,3,-1,-1.1,-1.1,-1.0,1.1,1,1.6,-1
CCOC(=O)c1ccc(NC(=O)/C=C/c2cccs2)cc1,6,2,-8,5,2.2,-0.1,-0.4,1.0,-19,19*,-20
CC1(C)c2ccccc2-n2c1cc1oc(=O)cc(O)c1c2=O,4,5,1,-1,-1.2,-1.5,-0.1,-0.1,-5,0.1,-29
O=C(C1CCN(S(=O)(=O)Cc2ccccc2)CC1)N1CCCc2ccccc21,-3,-1,-5,0,2.6,-1.6,-0.6,-0.5,-1,-2.6,2
CCOC(=O)C(=O)Nc1ccc2c(c1)OCO2,-1,6,-8,-2,-0.3,-0.6,-0.8,0.3,-2,0.7,-4
O=C(O)c1ccc(S(=O)(=O)N2CCN(c3ccccn3)CC2)cc1,-2,-3,-3,-3,1.3,-0.8,-1.2,0.2,-1,-0.3,2
O=C1C(c2ccncc2)=C(O)c2ccccc21,-2,7,-9,2,6.4*,-0.5,0.3,4.3*,-3,11*,-3
CC(C)c1ccc(CNC(=O)CSCC(=O)Nc2ccc3ccccc3c2)cc1,2,-1,-6,3,-2.3,-0.9,-1.9,-1.3,2,0.4,0
Nc1ncnc2c1ncn2[C@H]1CC[C@@H](CO)O1,0,-5,1,-1,-0.4,-0.3,-1.8,0.4,-2,1.8,-3
Cc1cc2c(c(/C=C/C(=O)c3ccccc3)c1)OC1(C=C2)Oc2ccccc2C(=O)N1C (stereo not given),-2,2,-2,-2,-1.2,-1.7,-0.3,-0.7,-2,-4.0,-6
Cc1nc(NC(=O)COC(=O)CCS(=O)(=O)c2ccccc2Cl)c(Cl)cc1Cl,-2,5,-6,-11,0.5,0.7,-1.4,-1.1,-3,0.1,-3
C[C@H](NC(=O)CCn1nnc2ccccc2c1=O)C(=O)O,-5,-5,-4,-1,-0.2,-0.4,-1.9,0.2,4,-0.6,-2
CSCC(=O)NC1CCCc2c1cnn2-c1cc(F)cc(F)c1 (stereo not given),-4,0,-2,2,0.8,1.8,-0.9,0.1,9,3.0,-1
Cc1ccc(C)c(NC(=O)c2cnn3ccccc23)c1,-2,1,-3,2,-0.8,-0.3,-1.6,-1.4,-1,2.9,2
Cc1ccc(CNC(=O)Nc2ccc(F)cc2F)n1C,-3,2,-9,-9,-0.2,-0.2,-1.0,0.3,-14,-0.2,-20
CC1=C(c2ccccc2)SC2=NCCN21,2,2,-3,-3,0.6,1.6,-0.2,0.2,3,1.2,-1
Cc1onc(-c2ccccc2)c1C(=O)Nc1ccncc1,-1,-4,1,1,-1.3,1.4,-0.8,-0.9,5,-0.7,0
COc1ccc(-c2csc(NC3OC(=O)c4ccccc43)n2)cc1 (stereo not given),-4,-1,1,-4,0.8,2.4,0.1,-0.3,-1,-2.5,-7
COc1ccccc1C(=O)OCC(=O)Nc1cc(S(=O)(=O)N2CCOCC2)ccc1N1CCCC1,-8,-4,4,-3,-2.1,-1.6,-2.1,-1.0,1,0.1,-6
COc1ccc(OC)c(C2CC(=O)N3CN(c4cccc(Cl)c4C)CSC3=C2C#N)c1 (stereo not given),8,1,0,2,1.2,0.5,-0.9,0.1,-2,-2.6,-3
